# Screening results as filed in PubChem BioAssay.
# MITF TRPM1 inh = inhibitors of MITF-driven TRPM1 promoter in melanoma cells; SK-MEL-5 TRPM1 promoter luciferase, 24 h; inhibition, % at 12.5 µM; 330,000 compounds, 0.83% hits; AID 488899;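 active = mean inhibition across replicates of 60% or more, whatever share of single replicates reaches that level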; note: values of inactives mirror those of a sister screen read the other way
# CF NFkB inh = inhibitors of cystic fibrosis induced NF-kB; KKLEB NF-kB-GFP reporter, PAF-induced, GFP fluorescence overnight; 360,000 compounds, 0.86% hits; inhibition, % at 5 µM;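 active = at least 50% inhibition at 5 µM, scaled per plate between neutral and stimulator controls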;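 note: PAF is a Pseudomonas aeruginosa culture filtrate used as stimulus; plate controls were PAF-stimulated DMSO wells for no effect and unstimulated DMSO wells for full effect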
# TWEAK-Fn14 inh = TWEAK-Fn14 signaling inhibition. TWEAK-stimulated Fn14 reporter cells, luciferase luminescence, 8 h. inhibition, % at 10 µM. 360,000 compounds, 2% hits. AID 1159606; in the data active = inhibition above about 50%
# NR2E3 ag-1 = agonists of human NR2E3 nuclear receptor; Q9Y5X4; CHO-S Gal4-NCOR/VP16-NR2E3 two-hybrid, luciferase; inhibition of corepressor binding, % at 3.98 µM; 360,000 compounds, 0.35% hits; AID 602229;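 active = inhibition above the mean of all tested compounds plus 3 SD, cut at about 70% in these data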;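 note: 0% = DMSO with NR2E3 transfected cells and 100% = cells lacking NR2E3 construct; higher means lower luciferase signal from less NR2E3 corepressor binding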
# Target sequence (Q9Y5X4 whole entry, looked up, the tested form may be a part): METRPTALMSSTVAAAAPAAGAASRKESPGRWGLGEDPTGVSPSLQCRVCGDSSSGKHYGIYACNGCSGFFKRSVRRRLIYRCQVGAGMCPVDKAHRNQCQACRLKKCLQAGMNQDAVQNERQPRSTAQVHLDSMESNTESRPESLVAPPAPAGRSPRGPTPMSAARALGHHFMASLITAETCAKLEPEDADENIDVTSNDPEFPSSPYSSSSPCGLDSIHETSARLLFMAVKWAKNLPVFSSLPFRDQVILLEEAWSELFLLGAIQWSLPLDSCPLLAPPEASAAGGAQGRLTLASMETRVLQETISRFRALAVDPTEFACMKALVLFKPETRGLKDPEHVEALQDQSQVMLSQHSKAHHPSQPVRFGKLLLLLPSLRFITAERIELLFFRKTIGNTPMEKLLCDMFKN
# NR2E3 ag-2 = NR2E3 (human) agonism; Q9Y5X4; GST-NR2E3/biotin-RetCOR TR-FRET, 1536-well; inhibition of corepressor binding, % at 4.78 µM; 320,000 compounds, 0.12% hits; AID 2300;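 active = percent inhibition above the cutoff of mean plus 3 SD of all tested compounds, set per screening campaign, cut at about 20% in these data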;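 note: 0% = DMSO wells and 100% = biotin wells as full block of FRET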
#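 Material: NR2E3–RetCOR corepressor complex / Incubation: Compound–protein incubation for 5 h at 4 °C / Dosing: compound at 4.8 µM, single dose / Detection: time-resolved FRET / Benchmarks: high control biotin, low control 0.6% DMSO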
# Shn3 inh set2 = inhibitors of Schnurri-3 3'UTR reporter in osteoblasts; 360,000 compounds, 0.52% hits; Clone20 osteoblast Shn3 3'UTR firefly luciferase, 24 h; inhibition, % at 12.5 µM;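 active = mean inhibition of at least 75% with every replicate also reaching 75%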;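 note: 0% = median of neutral control wells and 100% = pilot-screen positive control compound; some compounds past the cut are filed as inactive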
# HIF-2a inh = blocks HIF-2a reporter activity; 786-0 RCC cells HIF-2a reporter, luciferase luminescence, overnight; inhibition, % at 18.8 µM; 360,000 compounds, 0.72% hits; AID 624352;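 active = inhibition of the luminescence signal of 40% or more relative to plate controls, in a single-dose primary screen at 18.75 µM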
# C8 TRAIL sens = caspase-8 TRAIL sensitization; NB7+C8 cells + TRAIL, ATPlite viability luminescence; inhibition (viability loss, TRAIL sensitization), % at 10 µM; 360,000 compounds, 1% hits;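 active = compounds causing at least 50% loss of cell viability in the single-dose screen, relative to plate controls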
# TROY NFkB inh = blocks TROY-dependent signaling in reporter cells; Q293 LMP1-TROYcd NF-kB luciferase reporter, 4 h; inhibition, % at 10 µM; 360,000 compounds, 0.98% hits; AID 1347056;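 active = compounds whose plate-normalised and pattern-corrected inhibition of the luciferase reporter signal at the single screening dose is 50% or more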
# KKLEB cytotox = reduces viability of KKLEB cystic fibrosis airway cells | KKLEB CF airway cells viability, ATPlite luminescence, overnight; hits give low values; cells stimulated with P. aeruginosa culture filtrate | activity change (cytotoxicity), % at 5 µM | 360,000 compounds, 0.36% hits;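 active = corrected activity change at or below -50% at 5 µM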
# Peg3 prom inh = Peg3 promoter activity inhibition; inhibition, % at 20 µM; HeLa PEG-Prom luciferase reporter, luminescence, overnight; AID 588405; 360,000 compounds, 1.7% hits;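 active = inhibition of at least 50% at 20 µM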
# Active calls of the source: *; . = no result given. Not all compounds are listed, so the mix of outcomes need not match the whole.
entry	Molecule	MITF TRPM1 inh	CF NFkB inh	TWEAK-Fn14 inh	NR2E3 ag-1	NR2E3 ag-2	Shn3 inh set2
1	CCN1CCN(Cc2ccc(NC(=O)c3cc(NC(=O)c4ccc5n[nH]nc5c4)cc(OC)c3)cc2C(F)(F)F)CC1	2	5	8	-66	-1	-27
2	O=C(O)c1cc(-c2ccccc2)n(-c2ccc(F)cc2)n1	-4	-22	-4	-17	1	2
3	Cc1ccc(O)c(CNc2nc3ccccc3[nH]2)c1	-14	-11	-22	-52	.	-16
4	COc1cc(Nc2ccc(C)cc2)c([N+](=O)[O-])nc1[N+](=O)[O-]	10	14	32	-39	3	-2
5	O=C(O)[C@@H]1CC(O)CN1C(=O)CCc1c[nH]c2ccccc12 (stereo partly drawn)	-1	-41	0	3	.	6
6	O=C(CCS(=O)(=O)c1ccccc1)Nc1nc(-c2ccc(F)cc2)cs1	-2	8	34	13	5	40
7	Cc1cnn(-c2nc(-c3cccs3)cc(C(F)(F)F)n2)c1	7	0	-4	12	4	11
8	CC(Oc1cc2oc(=O)c3c(c2cc1Cl)CCC3)C(=O)NCCCn1ccnc1 (stereo not drawn)	15	14	2	16	0	5
9	CC1(C)CC(=O)C(N=Nc2ccc(C(F)(F)F)cc2[N+](=O)[O-])=C(O)C1	-5	2	-28	-29	-2	.
10	COc1ccc(CCNC(=O)C2CC(c3c(Cl)cccc3Cl)=NO2)cc1 (stereo not drawn)	-3	0	-11	5	0	33
11	CCCCN(CCCC)S(=O)(=O)c1ccc(NC(=O)c2ccc([N+](=O)[O-])cc2Cl)cc1	13	22	63*	9	-3	78
12	CN(C)c1ccc(NC(=O)c2ccc(Cn3cc([N+](=O)[O-])cn3)cc2)cc1	-40	-8	-17	-51	-6	-25
13	COc1cccc(CN2CCN(c3ncccn3)CC2)c1OC	21	9	-13	5	-3	29
14	O=c1[nH]nnc2sc3c(c12)CCCC3	-18	32	12	-30	3	-1
15	COc1ccc(C2CC(c3cccs3)=NN2C(=O)CSc2nnnn2C)cc1OC (stereo not drawn)	16	1	1	11	-5	9

entry	HIF-2a inh	C8 TRAIL sens	TROY NFkB inh	KKLEB cytotox	Peg3 prom inh
1	-2	7	4	-3	-10
2	25	5	16	1	78*
3	-119	-12	-14	-10	-108
4	17	43	25	-24	-1
5	-6	-4	-20	4	-24
6	-25	-8	32	-15	-9
7	-22	-39	11	-2	8
8	-1	13	3	-5	17
9	-10	-1	-8	-8	0
10	-22	-7	-1	-25	-11
11	-22	20	31	-17	18
12	-157	5	-22	-11	-203
13	10	-9	-16	-12	7
14	9	3	7	11	-5
15	7	-4	25	-1	9

# (more compounds)
entry	Molecule	MITF TRPM1 inh	CF NFkB inh	TWEAK-Fn14 inh	NR2E3 ag-1	NR2E3 ag-2	Shn3 inh set2
16	CCOC(=O)CN1C(=O)C(O)(CC(=O)c2ccccn2)c2ccccc21 (stereo not drawn)	10	13	0	-7	4	-9
17	COCC(C)NC(=S)N1CCN(c2ccccc2Cl)CC1 (stereo not drawn)	13	4	2	5	3	0
18	CCN1C(=O)[C@H]2[C@@H](c3ccc(C)cc3)N3C(=O)N(c4cccc(Cl)c4)C(=O)[C@@]3(C)[C@H]2C1=O	3	3	5	-8	-2	3
19	CCC(c1nnc(SCC(=O)NCCc2ccc(OC)c(OC)c2)n1Cc1ccccc1)N(C)C (stereo not drawn)	-1	6	3	2	-2	7
20	CCc1ccccc1Nc1ncnc2ccccc12	1	-7	6	-13	-1	18
21	CC(C)c1ccc(CNCc2ccccc2)cc1	-53	-2	-16	-10	3	-5
22	N#Cc1c(N)nc2c(c1-c1cccs1)CCCC2	8	30	30	-12	2	30
23	Cn1nc(-c2ccccc2)c(CO)c1Oc1ccc(F)cc1	8	3	4	-18	-4	1
24	Cc1ccccc1C(=O)NCCn1cc(SCC(=O)NCC2CCCO2)c2ccccc21 (stereo not drawn)	-8	-31	25	-19	0	-5
25	CCOC(=O)c1c(N)sc(C(=O)OC)c1C	-3	-8	-6	-41	-3	1
26	Cc1cc(C)nc(-n2nc(C)c(C3(O)C(=O)Nc4ccccc43)c2N)n1 (stereo not drawn)	1	-14	-20	-30	-1	1
27	COc1cc(CNC2CCCC2)c(Br)cc1OC1CCCC1	-9	1	-8	-1	1	19
28	O=C(COC(=O)c1ccco1)NC1CCCCC1	2	-5	-1	6	1	11
29	COC(=O)c1cc(N2CCN(C)CC2)nc2ccccc12	-2	-6	-1	5	2	52
30	Cc1cc(C)n2nc(C(=O)OCCOc3ccc(Br)cc3)nc2n1	2	1	-11	-23	-1	-2

entry	HIF-2a inh	C8 TRAIL sens	TROY NFkB inh	KKLEB cytotox	Peg3 prom inh
16	3	0	11	-7	3
17	11	-1	-17	-3	6
18	9	-5	1	-9	8
19	15	-7	-1	-11	-1
20	-3	-9	-1	2	-4
21	-88	-4	-27	7	-33
22	32	-7	5	-6	3
23	-43	5	4	-3	-3
24	-2	-12	24	-3	-9
25	-82	5	-22	5	-109
26	1	-4	-27	11	11
27	17	2	-13	-4	17
28	-10	-2	-36	2	-7
29	5	21	-3	7	6
30	-1	-9	-20	4	0

# Of the compounds above, 10 have sulfur.
entry	Molecule	MITF TRPM1 inh	CF NFkB inh	TWEAK-Fn14 inh	NR2E3 ag-1	NR2E3 ag-2	Shn3 inh set2
6	O=C(CCS(=O)(=O)c1ccccc1)Nc1nc(-c2ccc(F)cc2)cs1	-2	8	34	13	5	40
7	Cc1cnn(-c2nc(-c3cccs3)cc(C(F)(F)F)n2)c1	7	0	-4	12	4	11
11	CCCCN(CCCC)S(=O)(=O)c1ccc(NC(=O)c2ccc([N+](=O)[O-])cc2Cl)cc1	13	22	63*	9	-3	78
14	O=c1[nH]nnc2sc3c(c12)CCCC3	-18	32	12	-30	3	-1
15	COc1ccc(C2CC(c3cccs3)=NN2C(=O)CSc2nnnn2C)cc1OC (stereo not drawn)	16	1	1	11	-5	9
17	COCC(C)NC(=S)N1CCN(c2ccccc2Cl)CC1 (stereo not drawn)	13	4	2	5	3	0
19	CCC(c1nnc(SCC(=O)NCCc2ccc(OC)c(OC)c2)n1Cc1ccccc1)N(C)C (stereo not drawn)	-1	6	3	2	-2	7
22	N#Cc1c(N)nc2c(c1-c1cccs1)CCCC2	8	30	30	-12	2	30
24	Cc1ccccc1C(=O)NCCn1cc(SCC(=O)NCC2CCCO2)c2ccccc21 (stereo not drawn)	-8	-31	25	-19	0	-5
25	CCOC(=O)c1c(N)sc(C(=O)OC)c1C	-3	-8	-6	-41	-3	1

entry	HIF-2a inh	C8 TRAIL sens	TROY NFkB inh	KKLEB cytotox	Peg3 prom inh
6	-25	-8	32	-15	-9
7	-22	-39	11	-2	8
11	-22	20	31	-17	18
14	9	3	7	11	-5
15	7	-4	25	-1	9
17	11	-1	-17	-3	6
19	15	-7	-1	-11	-1
22	32	-7	5	-6	3
24	-2	-12	24	-3	-9
25	-82	5	-22	5	-109

# Further results.
entry	Molecule	MITF TRPM1 inh	CF NFkB inh	TWEAK-Fn14 inh	NR2E3 ag-1	NR2E3 ag-2	Shn3 inh set2
31	COc1ccc(/C=C/C(=O)Nc2ccc(C(N)=O)cc2)cc1OC	.	19	-6	-13	0	2
32	COc1ccccc1N(CC(=O)NCCSCc1ccccc1)S(C)(=O)=O	3	9	18	-7	-2	5
33	CC(C)CC1C(=O)N(Cc2cn(Cc3ccco3)nn2)CCS(=O)(=O)N1Cc1ccc(-c2ccccc2)cc1 (stereo not drawn)	.	34	33	-26	.	25
34	CCCn1nnnc1SCC(=O)N1CCOCC1	10	18	22	-1	6	2
35	COc1ccc(-c2noc(CCC(=O)NCc3ccco3)n2)cc1	9	-7	-22	2	2	-14
36	CCCn1cc(S(=O)(=O)c2ccccc2)c(=O)c2cc(CC)ccc21	-4	12	-1	6	-1	16
37	COc1ccc(/C=N/NC(=O)c2ccc(Cl)cc2)cc1Cn1cc(Cl)cn1	-12	17	-11	-7	-1	69
38	CCc1ccc(NC(=O)CCCN2C(=O)C3CC=CCC3C2=O)cc1 (stereo not drawn)	-8	-18	-15	-61	0	-20
39	Cc1nc(-[n+]2nc(-c3ccncc3)nn2-c2ccccc2)sc1C	.	12	-10	32	.	15
40	COc1ccc(C(C)=O)cc1Cn1c(C)c(C(=O)NCc2ccc(C(C)C)cc2)sc1=O	.	-9	1	-12	.	4
41	CC1CCCCN1CCCNC(=O)c1cc(Br)c(Br)[nH]1 (stereo not drawn)	4	-1	-6	25	2	-4
42	Cc1ccc(-c2nnn(CC(=O)N(Cc3ccco3)C(C(=O)NC3CCCC3)c3cccs3)n2)o1 (stereo not drawn)	7	7	-7	0	-1	-1
43	CC1=CC2=NC(=O)/C(=C\c3cccn3CCOc3ccc(C)c(C)c3)C(=N)N2O1	-18	-10	-3	-51	-3	-7
44	Cc1noc(C)c1NC(=O)N(C)C[C@H]1OCc2cnnn2CCCC(=O)N([C@H](C)CO)C[C@@H]1C	.	-24	1	21	.	-5
45	COCc1cc(=O)[nH]c(Nc2nc(C)c3ccccc3n2)n1	-2	-15	-1	-8	-4	18

entry	HIF-2a inh	C8 TRAIL sens	TROY NFkB inh	KKLEB cytotox	Peg3 prom inh
31	17	2	1	0	-2
32	14	-5	-19	3	12
33	13	14	17	-4	40
34	15	19	-1	0	17
35	-44	-1	-28	8	-22
36	9	9	-6	3	16
37	-2	3	-10	-51*	12
38	-101	-10	-45	-1	-164
39	-112	-11	-35	6	2
40	6	-3	24	-10	11
41	5	-10	2	-10	4
42	5	-12	-7	-2	10
43	-47	6	-23	1	-24
44	2	7	-26	8	1
45	-14	11	-17	-12	41

# Further records
entry	Molecule	MITF TRPM1 inh	CF NFkB inh	TWEAK-Fn14 inh	NR2E3 ag-1	NR2E3 ag-2	Shn3 inh set2
46	Cc1ccc(C(=O)NCC(=O)N2CCC3(CC2)NCCc2[nH]cnc23)cc1C	-13	-17	-4	-3	1	13
47	Cc1nc2ccccc2c(=O)n1NC(=O)C1CCCCC1	-1	9	16	-13	1	0
48	COc1ccc(/C=N/n2cnnc2)cc1Cn1nc(C)c([N+](=O)[O-])c1C	11	-21	14	-8	0	55
49	Cc1ccccc1Nc1nc(N)nc(CSc2n[nH]c(N)n2)n1	-6	-6	-26	-2	-2	-3
50	COc1ccc2c(c1)cc(C(=O)N[C@H](C(=O)N1CCC(C(=O)O)CC1)C(C)C)n2C	2	-9	18	-59	3	1
51	CCn1cc([N+](=O)[O-])c(C(=O)N2N=C(c3ccc4ccccc4c3)CC2c2cc(Br)ccc2O)n1 (stereo not drawn)	8	24	40	10	-2	-6
52	Cc1ccc(NC(=O)COC(=O)C2C3CC4OC(=O)C2C4C3)cc1 (stereo not drawn)	3	1	1	-11	5	0

entry	HIF-2a inh	C8 TRAIL sens	TROY NFkB inh	KKLEB cytotox	Peg3 prom inh
46	2	-5	1	4	-14
47	20	-20	3	-5	11
48	19	7	-16	-10	18
49	-8	10	-4	0	8
50	3	-6	-14	4	-4
51	24	0	32	3	30
52	-19	-6	-9	-10	-3
